Screening data as filed in PubChem.
B2AR arrestin – beta2AR (human) beta-arrestin recruitment activity. beta-arrestin recruitment to beta2AR, cell-based reporter. Potency, µM (top dose mostly 46.1 µM), for inactives: top-dose activation, most hits filed as activators. actives 0.02% (n = 330,000);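 also: potency is read from the fitted curve at half-maximal effect; 0% = DMSO controls and full agonism = EC100 isoproterenol or metaproterenol; nearly all actives have a fitted effect of over 65% in size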
Menin MLL FP TR – inhibitors of human menin-MLL interaction, mutant MLL peptide; AID 1768; actives 0.23% (n = 270,000); Menin + Texas Red MLL mutant peptide, fluorescence polarization; O00255; Potency, µM (top dose mostly 61.6 µM), without a hit: at the highest dose FP activity change, negative = inhibition, hits mostly inhibitors; active = well fitted inhibition curve with a large enough effect in the polarisation, with a control signal flat, not every such curve was filed as active; inconclusive = small, poorly fitted or top-dose-only effect, or effect the other way, or a change in a side signal; inactive = no such curve, though single readings can be large or run the other way; the % refers to the polarisation; also: potency is read from the fitted curve at half-maximal effect; % of control where 0% means no effect; many of its hits are not listed in these tables
S-ASM inh – blocks human secretory acid sphingomyelinase; P17405; placental ASM, HMU-PC fluorogenic substrate, 60 min; Potency, µM (titrated, usually from 57.5 µM), for inactives: at the highest dose activity change, negative = inhibition, actives largely listed as inhibitors; actives 0.006% (n = 340,000); also: potency is read from the fitted curve at half-maximal effect
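qHTS format. ASM enzyme prepared from human placenta hydrolyses the fluorogenic substrate HMU-PC0 (9 uM final) over 60 min at 37 °C after a 10 min compound preincubation.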
a7 integrin act – integrin-mediated muscular dystrophy alleviation activation; alpha7betagal myoblasts, beta-gal FDG fluorescence, 48 h; Potency, µM (top dose mostly 38.3 µM), for inactives: at the highest dose activation, actives largely listed as activators; actives 0.064% (n = 350,000);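 also: potency is read from the fitted curve at half-maximal effect; 100% = response of the positive control SU9516; nearly all actives have a fitted effect of over 60% in size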
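alpha7betagal+/- myoblasts (passage 13, 250/well) treated 48 h at 37C with compounds at 1:260 dilution of DMSO stock. Lysed, then beta-galactosidase activity read as FDG fluorescence (ex 480/em 540) after 30 min, with pre-read for autofluorescence.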
TSG101-PTAP inh – blocks PTAP/TSG101 interaction to inhibit HIV-1 budding. Q99816. Fluorescence polarization, FITC-PTAP peptide / Tsg101 binding. Potency, µM (doses to about 115 µM), for the others: at the highest dose activity change, negative = inhibition, actives largely listed as inhibitors. 340,000 tested, under 10 active. AID 493005; active = well fitted inhibition curve with a large enough effect in the main read-out, with a control signal flat, not every such curve was filed as active; inconclusive = small, poorly fitted or top-dose-only effect, or effect the other way, or a change in a side signal; inactive = no such curve, though single readings can be large or run the other way; also: potency is read from the fitted curve at half-maximal effect; % of control where 0% means no effect
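Fluorescence polarization binding of Tsg101 binding domain (10 uM final) to FITC-labeled PTAP peptide (50 nM final) in HEPES pH 7.5 buffer with NaCl, Tween 20, EDTA, TCEP. Compounds added before peptide; binding 20 min at RT.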
Tb PFK inh – T. brucei PFK enzyme inhibition | O15648 | T. brucei PFK, ADP-Glo luminescence | Potency, µM (doses to about 57.5 µM), for inactives: top-dose activity, negative = inhibition, most hits filed as inhibitors | actives 0.17% (n = 330,000) | AID 485367;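 also: potency is read from the fitted curve at half-maximal effect; 0% = uninhibited 1x PFK enzyme wells and -100% = no-enzyme wells; nearly all actives have a fitted effect of over 60% in size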
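Activity is normalized to no-enzyme wells (full inhibition) and 1.25 nM enzyme wells (no inhibition). Reaction: 0.5 mM F6P, 0.1 mM ATP, 45 min RT, ADP-Glo luminescence; concentration-response curves fitted and classed by quality.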
Giardia kill – kills Giardia lamblia; actives 0.15% (n = 340,000); activity change, % at 7.66 µM, hits read low; AID 540267; Giardia lamblia trophozoite viability; in the data active = activity change below about -80%; inconclusive = between about -30% and that limit;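 also: parasites exposed to compound for two days anaerobically before the ATP read; % is scaled to controls: 0 for no effect and ±100 for the full control effect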
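Compounds were tested on trophozoites seeded at 100 cells/well and held 48 hrs at 37 deg C anaerobically. An ATP-based luminescent kit measured the remaining live cells.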
Coupling enz – inhibits coupling enzyme system, counter-screen for aldolase hits; coupling enzyme system counterscreen, AmpLite Red fluorescence; activity change, negative = inhibition, % at 58.2 µM, hits read low; actives 0.67% (n = 290,000); AID 2472; in the data active = activity change below about -30%; also: % is scaled to controls: 0 for no effect and ±100 for the full control effect
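Final compound at 57.5 uM, incubated 10 min at RT with coupling enzyme reagent (glyceraldehyde-3-phosphate), then 20 min with substrate and AmpLite Red detection. Fluorescence read at 525/598 nm; tests interference with the coupling assay, not aldolase inhibition.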
BCR signal inh – blocks chronic active B-cell receptor signaling; ABC-DLBCL IkBa-CBG/CBR reporter, luminescence ratio, 4 h; Potency, µM (top dose mostly 46.1 µM), without a hit: top-dose ratio change, negative = lower green/red ratio, actives largely listed as inhibitors; actives 0.05% (n = 340,000); active = well fitted inhibition curve with a large enough effect in the signal ratio, with a control signal flat, not every such curve was filed as active; inconclusive = small, poorly fitted or top-dose-only effect, or effect the other way, or a change in a side signal; the % refers to the signal ratio;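 also: potency is read from the fitted curve at half-maximal effect; plate controls were basal doxycycline-induced cells for no effect and cells given 10 µM MG132 for full effect; MG132 reads +100%, hits lower the ratio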
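Concentration-response series (up to 46 uM) were applied to TMD8 dual-reporter cells for 4 h at 37C with doxycycline. Green/red ratio, after filter-overlap correction, defined %Activity; red signal alone was normalised to basal cells and zero luminescence.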
PKM2 act – PKM2 (human) enzyme activation; Potency, µM (titrated, usually from 57.5 µM), for the others: top-dose activation, usual class: activators; actives 0.34% (n = 260,000); purified PKM2, Kinase-Glo ATP luminescence, activation; response scale: 0% is enzyme alone, no compound; also: potency is read from the fitted curve at half-maximal effect; % is scaled to controls: 0 for no effect and ±100 for the full control effect; nearly all actives have a fitted effect of over 55% in size
Target sequence (P14618 whole entry, looked up): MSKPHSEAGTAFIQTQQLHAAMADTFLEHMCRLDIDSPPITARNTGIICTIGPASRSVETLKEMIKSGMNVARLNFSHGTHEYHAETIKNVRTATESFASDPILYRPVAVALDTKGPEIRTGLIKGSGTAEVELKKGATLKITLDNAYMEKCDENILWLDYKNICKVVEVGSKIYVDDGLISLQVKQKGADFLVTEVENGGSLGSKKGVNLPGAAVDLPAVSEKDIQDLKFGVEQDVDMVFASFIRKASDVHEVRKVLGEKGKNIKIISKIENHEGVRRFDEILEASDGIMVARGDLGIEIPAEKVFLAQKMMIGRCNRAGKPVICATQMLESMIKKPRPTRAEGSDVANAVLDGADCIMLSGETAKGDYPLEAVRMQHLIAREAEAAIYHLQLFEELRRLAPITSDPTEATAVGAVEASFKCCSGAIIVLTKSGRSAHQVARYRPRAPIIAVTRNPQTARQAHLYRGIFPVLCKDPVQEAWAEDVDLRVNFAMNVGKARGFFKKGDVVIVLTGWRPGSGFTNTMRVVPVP
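ATP formation by purified human PK-M2, quantified via coupled luciferase luminescence after 1 h at room temperature with 0.1 mM ADP and 0.5 mM PEP final.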
GALK inhibitor – inhibitors of human galactokinase; actives 0.007% (n = 270,000); Purified GALK, Kinase-Glo residual ATP luminescence; P51570; Potency, µM (top dose mostly 57.5 µM), for the others: at the top dose activity change, negative = inhibition, hits mostly inhibitors; also: potency is read from the fitted curve at half-maximal effect; % is scaled to controls: 0 for no effect and ±100 for the full control effect
Target sequence (P51570 whole entry, looked up): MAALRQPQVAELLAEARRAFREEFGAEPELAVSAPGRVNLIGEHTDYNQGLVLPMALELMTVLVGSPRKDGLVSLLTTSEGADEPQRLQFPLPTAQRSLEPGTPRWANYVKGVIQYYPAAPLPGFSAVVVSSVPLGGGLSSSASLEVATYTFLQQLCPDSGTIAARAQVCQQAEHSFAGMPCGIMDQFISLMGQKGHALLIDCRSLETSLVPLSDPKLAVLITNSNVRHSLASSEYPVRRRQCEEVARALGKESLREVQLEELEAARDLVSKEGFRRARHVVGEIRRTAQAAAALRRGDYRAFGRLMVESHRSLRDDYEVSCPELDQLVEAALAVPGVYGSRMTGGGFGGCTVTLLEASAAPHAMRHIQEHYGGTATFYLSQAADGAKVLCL
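5 nM enzyme, 35 uM ATP, 100 uM galactose, 20 mM HEPES pH8.0, 5 mM MgCl2; 1 h RT; residual ATP by Kinase-Glo Plus luminescence, qHTS format.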
* marks the source's active call; other numbers are inactive results; ? = inconclusive; nt = not tested or not shown; [ ] = another dose, or the depositor's remark. Unless noted, calls follow the shape of the dose curve; as a rule, active = well fitted curve in the direction sought with a large enough effect; inconclusive = small, poorly fitted or top-dose-only effect, or another doubt; inactive = no such curve, though single readings can be large; an effect the other way counts as inactive or inconclusive. The list is partial. The share of hits here may be higher or lower than overall.

SMILES	B2AR arrestin	Menin MLL FP TR	S-ASM inh	a7 integrin act	TSG101-PTAP inh	Tb PFK inh	Giardia kill	Coupling enz	BCR signal inh	PKM2 act	GALK inhibitor
COC(CNC(=O)c1cnn2c(C)c(Cc3ccccc3)c(C)nc12)OC	0.6%	24%	-1%	-12%	-8%	13%	42[activator]	4	-11%	-6%	6%
CCOc1ccc(S(=O)(=O)Nc2cc(OC)c(OC)cc2C(=O)O)cc1	-0.1%	12%	11%	7%	1%	0%	-17	4	0%	-1%	0%
c1ccc2c(c1)nc1n2CCN1	0.2%	4%	3%	14%	-2%	-2%	-5	0	-6%	4%	0%
Cc1cc(=O)oc2cc(OCC(=O)OCC(=O)NC(C)C)ccc12	0.2%	?	81%[activator]	5%	2%	3%	-11	2	-2%	-10%	1%
CC(=O)C1=C(O)C(=O)N(c2ccccn2)C1c1cccc(F)c1 (centres undefined)	-0.2%	-13%	9%	-10%	0%	1%	4	-2	6%	nt	0%
O=c1[nH]ncc(NCCCO)c1Cl	0.0%	11%	6%	22%	-9%	-2%	-17	2	12%	-1%	0%
O=C(CCn1nnc2ccccc21)Nc1nnc(COc2ccccc2F)s1	0.0%	2%	0%	-15%	-1%	6%	-1	1	?	4%	1%
COc1ccc(CCNC(=O)c2cc3c(C)nccc3[nH]c2=O)cc1OC	0.1%	-13%	4%	-1%	0%	0%	4	-3	-17%	3%	0%
O=C(NCCOc1ccccc1)C1CCCN1C(=O)c1cccs1 (centres undefined)	-0.4%	12%	0%	-11%	-7%	1%	-10	2	-1%	3%	0%
COc1cccc(/C=C/C(=O)Oc2ccc(C(=O)c3ccc(F)cc3)cc2)c1	-0.3%	?	-3%	14%	-2%	5%	2	0	-10%	3%	0%
CCOC(=O)c1c(CSc2ccccc2)n(C)c2cc(Br)c(OCC(O)CNC(CO)(CO)CO)cc12 (centres undefined)	?	-8%	?	-62%[inhibitor]	0%	-15%	6	4	?	-15%	nt
Cc1ccc(-n2nc(C)cc2NC(=O)CC#N)cc1	-0.2%	-8%	0%	-9%	-6%	-3%	-10	2	-6%	1%	5%
Nc1cccc(NP(=O)(c2ccccc2)c2ccccc2)c1	-0.9%	nt	0%	14%	-4%	-5%	13	-1	4%	-1%	4%
CC/C(=N/Nc1ccccc1)c1cnnc(-c2ccccc2)n1	9.0%	12%	-4%	-23%	-4%	0%	-21	2	3%	-10%	-2%
CCOC(=O)CNC1CC(=O)N(c2ccc(Br)cc2)C1=O (centres undefined)	-1.3%	6%	-3%	3%	-6%	-2%	-3	-1	3%	-4%	-3%
CCCc1nnc(NC(=O)CCC(=O)N2CCN(Cc3cc(F)ccc3OC)CC2)s1	0.4%	nt	8%	?	1%	1%	-24	nt	-16%	nt	0%
Nc1c(-c2cccc(Cl)c2)cnn1-c1ccccc1	-0.3%	9%	-4%	-26%	-9%	-3%	-4	-1	?	nt	nt
O=[N+]([O-])c1cccnc1Oc1cccnc1	0.6%	nt	2%	26%	0%	-2%	18	5	?	-6%	5%
COc1ccc(C2NC3=C(CCCC3)C(C#N)(C#N)C2(C#N)C#N)cc1 (centres undefined)	0.5%	21%	nt	nt	nt	-11%	nt	-27	?	?	4%
COC(=O)C1=C(CS(=O)(=O)c2ccccc2)NC(=O)NC1c1ccc(OC)c(OC)c1 (centres undefined)	-0.4%	7%	-4%	?	-4%	-2%	3	2	0%	-2%[0.46 µM]	7%
Clc1ccc(Oc2nc(Oc3ccc(Cl)cc3)nc(N3CCOCC3)n2)cc1	-0.4%	-3%	-2%	23%	-2%	0%	39[activator]	-1	5%	6%	-3%
COC(=O)c1ccc(NC(=O)c2ccc(F)cc2)o1	-0.4%	5%	35%	8%	-3%	-2%	-11	2	-2%	-4%	-1%
CCOc1ccc2[nH]c(=O)c(CN(Cc3ccc(F)cc3)C(=O)c3ccco3)cc2c1	0.0%	-13%	43%	-42%	-3%	0%	-4	-1	-2%	4%	-1%
CCn1c(SCC(=O)Nc2ccc(S(N)(=O)=O)cc2)nnc1-c1cccc(OC)c1	0.0%	1%	-1%	-21%	-5%	0%	-8	2	0%	2%	12%
Cn1c(=O)c2c(ncn2CC(=O)OCC(=O)NCc2ccccc2Cl)n(C)c1=O	-0.4%	1%	nt	10%	-2%	-3%	-8	3	3%	-3%	1%

Additional entries follow.
SMILES	B2AR arrestin	Menin MLL FP TR	S-ASM inh	a7 integrin act	TSG101-PTAP inh	Tb PFK inh	Giardia kill	Coupling enz	BCR signal inh	PKM2 act	GALK inhibitor
Cc1c(C(=O)NCCN2CCOC2=O)oc2c(F)cccc12	-0.4%	-3%	0%	11%	-9%	1%	27	1	?	nt	1%
Cc1cccc(Cn2nc(C)c(NC(=O)c3ccc(F)cc3)c2C)c1	0.5%	0%	-2%	25%	1%	-8%	-21	-2	1%	nt	0%
COC(=O)CSc1ncccc1-c1nc2ccccc2[nH]1	-0.4%	-2%	5%	28%	0%	-4%	26	0	nt	-1%	0%
S=C(NCc1ccc(Cl)c(Cl)c1)NCc1ccco1	-1.2%	60%[activator]	-3%	0%	-6%	27µM*	7	-1	7%	2%	3%
COc1ccc(-c2nc(C)sc2C)cc1	17%	-5%	5%	-15%	-2%	-4%	-25	1	1%	1%	3%
CCOC(=O)c1ccc(N2C(=O)CC(N3CCC(O)(c4ccc(Br)cc4)CC3)C2=O)cc1 (centres undefined)	0.0%	-27%	-1%	0%	-3%	6%	-7	3	5%	-18%	1%
O=C(COc1ccccc1Cl)NC1CC1	8.6%	nt	1%	-21%	3%	-4%	?	nt	0%	0%	1%
CCCCc1c(O)nc(SCC(=O)c2ccccc2)n(-c2ccccc2C)c1=O	0.4%	nt	-4%	6%	-2%	0%	5	5	5%	-6%	-2%
O=C(Nc1ccc(Cl)c(Cl)c1)Nc1nc(-c2ccccc2)cs1	-0.7%	?	-1%	-3%	1%	-1%	9	2	5%	1%	nt
CC1(C)C(=O)NCCN1C(=O)c1ccc2nc(Cc3ccccc3F)oc2c1	-1.3%	nt	1%	-24%	nt	-12%	15	nt	-1%	-5%	-6%
Cc1nc2ncnn2c(N2CCN(C(=O)c3cccc(F)c3)CC2)c1Cc1ccccc1	-0.9%	-5%	-3%	-35%[7.66 µM]	-2%	-1%	3	6	-6%	-1%	2%
COc1ccc(N2CCN(C(=O)c3ccccc3F)CC2)c([N+](=O)[O-])c1	-0.2%	nt	-1%	-4%	-1%	2%	3	1	-6%	2%	0%
COc1ccc(CN2CCc3ccccc3C2)c(OC)c1	-0.7%	nt	-1%	-20%	-2%	-5%	14	1	8%	3%	4%
CC1CCCC(NC(=O)c2ccc3c(c2)OCO3)C1C (centres undefined)	-0.2%	nt	-4%	-25%	-5%	1%	-17	nt	?	nt	nt
Cc1cc(=O)oc2cc(NC(=O)C(C)Oc3ccc(F)cc3)ccc12 (centres undefined)	0.1%	nt	95%[activator]	6%	-1%	-6%	-3	nt	0%	nt	nt
CCCn1c(N)c(N(CCOC)C(=O)COC(=O)CSc2cc(C)c3ccccc3n2)c(=O)[nH]c1=O	-0.4%	nt	2%	20%	-2%	1%	2	nt	1%	nt	nt
NS(=O)(=O)c1ccc(NNC(=O)c2ccccc2)cc1	-0.7%	nt	-1%	2%	-1%	-18%	-13	-1	5%	-1%	5%
COc1ccc(Nc2nc(NCc3ccco3)nc(N3CCOCC3)n2)cc1	0.3%	nt	-1%	-17%	-2%	1%	-7	-4	?	0%	-2%
COc1ccccc1N1CCN(CC(=O)N2CCCC2)CC1	-0.2%	-11%	9%	19%	-6%	-9%	12	0	1%	-5%	3%
Cc1ccc(C2=NN(CCC#N)C(=O)CO2)cc1	0.5%	-5%	-4%	26%	0%	6%	8	0	?	nt	7%
CCC(CC)NC(=O)Nc1cccc(C)c1C	-0.2%	10%	2%	?	-2%	4%	11	0	1%	3%	1%
COc1ccc2oc(=Nc3ccc(C(=O)O)cc3)c(C(=O)NCc3ccco3)cc2c1	-0.2%	8%	9%	?	3%	0%	-17	0	12%	4%	1%
O=C(NCCc1ccccc1F)C1CC(O)CN1C(=O)Nc1ccccc1 (centres undefined)	-0.5%	1%	0%	-7%	-1%	0%	-3	2	0%	-17%	1%
O=C1c2ccccc2C(=O)N1CCCCN(C(=O)c1ccc(Cl)s1)c1ccc(Cl)cc1	2.5%	-2%	-6%	9%	0%	-1%	16	-4	-1%	-3%	-3%
CC(O)CNCCOc1ccccc1-c1ccccc1 (centres undefined)	-0.1%	?	-2%	23%	1%	-7%	12	-17	?	7%	1%
